# FadD28 FP inh – inhibitors of Mycobacterium tuberculosis FadD28 bisubstrate binding; AID 588549; actives 0.22% (n = 360,000); inhibition, % at 12.5 µM; FadD28 bisubstrate probe binding, fluorescence polarization; in the data active means inhibition above about 8.5%, passing the limit was not always enough
# PfHsp40 rescue – rescue of PfHsp40-mediated yeast toxicity; S. cerevisiae expressing PfHsp40, growth rescue, ATP luminescence; AID 504582; actives 0.68% (n = 340,000); growth rescue, % at 12.5 µM; in the data active means growth rescue above about 28%, passing the limit was not always enough;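 further: yeast W303a lacking pdr1 and pdr3 grown in galactose medium; growth measured after three days at 30 °C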
# Vc quorum ag – inducers of Vibrio cholerae quorum light production without autoinducers | V. cholerae BH1578 lux reporter, luminescence, 6 h | activation, % at 18.7 µM | actives 0.16% (n = 350,000) | AID 588436; in the data active means activation mostly above about 9.7%, no sharp cut-off; further: not every result past the cut was called active; inactives centre near 0; reference of the scale not given here
# BioA inh – inhibitors of Mycobacterium tuberculosis BioA enzyme; actives 0.096% (n = 360,000); inhibition, % at 9.99 µM; purified M. tuberculosis BioA enzyme, plate reader; in the data active means inhibition above about 40%
# FBA Mtb inh – inhibitors of M. tuberculosis fructose-bisphosphate aldolase | purified M. tuberculosis FBA, fluorescence read-out | inhibition, % at 1 µM | actives 2.3% (n = 360,000) | AID 588726; in the data active means inhibition above about 27%;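 further: 0% = vehicle and 100% = reference inhibitor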
# Target sequence (P9WQA3 whole entry, looked up): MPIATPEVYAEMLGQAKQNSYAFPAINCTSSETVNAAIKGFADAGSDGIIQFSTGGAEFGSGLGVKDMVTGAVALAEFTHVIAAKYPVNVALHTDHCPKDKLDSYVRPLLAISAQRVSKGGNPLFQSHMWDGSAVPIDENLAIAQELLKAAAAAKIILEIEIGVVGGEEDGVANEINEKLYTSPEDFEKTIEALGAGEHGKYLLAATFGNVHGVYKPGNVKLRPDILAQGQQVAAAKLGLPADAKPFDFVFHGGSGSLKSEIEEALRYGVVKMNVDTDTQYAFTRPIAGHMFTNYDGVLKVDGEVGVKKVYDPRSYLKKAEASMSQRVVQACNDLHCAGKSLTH
# TcdB inh – TcdB glycohydrolase inhibition. P18177. AID 652162. actives 0.24% (n = 350,000). TcdB glycohydrolase enzymatic assay, plate reader. inhibition, % at 9.99 µM; in the data active means inhibition above about 10%
# Y pestis TopoI – blocks Yersinia pestis topoisomerase I activity | Y. pestis Topo-I cleavage product accumulation, plate reader | activity, % at 10 µM | actives 0.064% (n = 360,000) | AID 504884; in the data active means activity above about 50%, passing the limit was not always enough; further: inactives centre near 2
# Mtb UGM inh – inhibitors of M. tuberculosis UDP-galactopyranose mutase. actives 0.06% (n = 320,000). inhibition, % at 10 µM. purified UGM, fluorescence polarization probe displacement; in the data active means inhibition above about 10%, passing the limit was not always enough
# Target sequence (P9WIQ1 whole entry, looked up): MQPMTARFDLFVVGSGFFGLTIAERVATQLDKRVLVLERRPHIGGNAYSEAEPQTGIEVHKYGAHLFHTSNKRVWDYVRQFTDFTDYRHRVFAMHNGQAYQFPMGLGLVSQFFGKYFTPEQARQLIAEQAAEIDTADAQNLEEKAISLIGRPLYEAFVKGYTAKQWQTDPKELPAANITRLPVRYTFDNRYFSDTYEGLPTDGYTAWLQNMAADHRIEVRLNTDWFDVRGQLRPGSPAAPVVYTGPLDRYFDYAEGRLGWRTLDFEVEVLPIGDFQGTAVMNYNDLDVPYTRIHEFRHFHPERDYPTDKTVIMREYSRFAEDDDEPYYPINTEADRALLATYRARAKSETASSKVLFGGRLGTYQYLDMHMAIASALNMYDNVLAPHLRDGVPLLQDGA
# GDH-TPI counter – inhibits GDH-TPI coupling enzymes, artifact for Mtb FBA screen | actives 1.2% (n = 360,000) | inhibition, % at 4.8 µM | GDH-TPI coupled enzyme counterscreen, NADH absorbance; in the data active means inhibition above about 30%;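 further: 0% = DMSO wells and 100% = wells lacking the enzyme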
# * marks the source's active call; other numbers are inactive results; i = inactive; . = no result given; + = active, no number. Hits appear at their usual frequency; about 4.6% have a hit in one of these screens.
No.	SMILES	FadD28 FP inh	PfHsp40 rescue	Vc quorum ag	BioA inh	FBA Mtb inh	TcdB inh	Y pestis TopoI	Mtb UGM inh	GDH-TPI counter
1	CC(C)CC(NC(=O)C1CCCN1C(=O)OC(C)(C)C)C(=O)NCC(N)=O (stereo unspecified)	-1.1	1.2	8.3	-0.1	5	.	-9	.	5
2	Cn1c(Cc2ccccc2)nnc1SCC(=O)N1CCOCC1	-3.8	-0.3	-0.3	.	0	.	7	0.2	6
3	C[C@@H](CSc1ccc(Br)cc1)CN1CC[C@H](C(C)(C)C)CCC1=O	-4.5	1.5	i	2.1	-2	0.8	44	2.5	6
4	Fc1cccc(NC(=S)NCc2ccc(Cl)cc2)c1	-1.0	1.6	-0.3	.	-1	1.3	-1	-2.4	0
5	O=C(COC(=O)c1ccccc1C(=O)c1ccc(Cl)cc1)NCc1ccccc1	-2.0	1.0	i	1.4	0	4.4	31	0.3	-2
6	O=C(Nc1cccc(O)c1)c1cccc(S(=O)(=O)N2CCCC2)c1	-3.9	-0.4	i	20	-1	.	-7	1.7	-12
7	O=C1NC(c2ccccc2)=NC1(NS(=O)(=O)c1ccccc1)C(F)(F)F (stereo unspecified)	-0.6	-0.8	-0.5	-1.4	1	.	2	-0.2	8
8	CCN(CC)CCCN=C1N[C@@H](c2cccc(C(F)(F)F)c2)C(C(=O)OC)=C(C)N1CC	-2.5	0.1	-1.2	-1.4	0	1.2	-15	-2.6	-10
9	O=C(Nc1ccccc1)C1=C[C@@H](c2ccc(Br)cc2)C[C@@H](OCCCCO)O1	-0.4	1.4	-0.6	-2.4	2	-0.1	21	1.1	1
10	CCOC(=O)c1nn(-c2ccccc2)c(C(=O)OCC)c1N	-3.0	-1.0	i	0.2	+	0.7	4	-1.2	19
11	CN1CCN(C(=O)Nc2ccc3c(c2)N(C)C(=O)c2ccccc2S3)CC1	-1.4	-1.1	-1.4	.	5	0.9	-12	-1.2	2
12	CCOC(=O)c1cnc(-n2nc(C)cc2C)nc1NC	0.7	0.4	-0.7	-1.0	10	.	8	1.1	4
13	CC1CCN(CCc2nc3cc(NS(=O)(=O)c4ccc(F)cc4)ccc3n2C)CC1	-3.2	0.7	-1.6	.	-1	.	-4	0.2	2
14	CNc1nc(Cl)nc2ncn(C)c12	-0.7	-1.3	i	0.1	1	-1.6	1	.	3
15	Cc1cc(C)n(CC(C)NC(=O)c2cc(COc3ccc(F)c(F)c3)on2)n1 (stereo unspecified)	-1.1	0.7	0.1	-0.1	-1	-1.2	18	.	3
16	COC(CNC(=O)C(=O)Nc1cc2c3c(c1)CCN3C(=O)CC2)OC	0.8	1.3	-2.6	-2.3	-2	0.9	7	-1.8	14
17	CN1CCN(c2ccc(NS(=O)(=O)c3ccc(Cl)cc3)cn2)CC1	-1.7	-1.1	i	.	-2	0.0	3	-2.4	-1
18	CCOC(=O)CSc1nc2sc3c(c2c(=O)n1-c1ccccc1)CCN(C(C)C)C3	-1.0	-1.9	i	-1.5	17	0.8	8	3.5	26
19	O=C(/C=C/c1ccc(N2CCCCC2)c([N+](=O)[O-])c1)c1ccc(S(=O)(=O)N2CCCC2)cc1	-2.9	-0.3	-0.3	.	-6	1.0	-4	-2.7	-1
20	CC1(NC(=S)Nc2ccc(NC(=S)NC3(C)CCS(=O)(=O)C3)cc2)CCS(=O)(=O)C1 (stereo unspecified)	-4.1	.	-1.2	10.0	1	1.0	-6	-0.1	5
21	Cn1c(=O)n(C)c2cc(NS(=O)(=O)c3ccc(C(C)(C)C)cc3)ccc21	-1.7	3.4	0.1	.	1	1.0	18	-1.5	0
22	CC(C)CCN1NC2(CCC(C)CC2)NC1=S (stereo unspecified)	-3.9	-0.4	-0.7	-3.2	0	1.5	-8	2.1	-1
23	CNC(=O)Nc1cccc2cccnc12	-0.1	-0.5	-0.6	.	0	2.3	-4	1.3	2
24	CC1=C(C(=O)N(C(C)C)C(C)C)CC(CC(=O)NC(c2ccccc2)c2ccccc2)C(=O)N1Cc1ccc(C(C)(C)C)cc1 (stereo unspecified)	-2.0	.	.	4.3	-6	1.2	.	.	.

# Down the list, from the results shown:
# Compounds 13–22 in PfHsp40 rescue, in turn: 0.7, -1.3, 0.7, 1.3, -1.1, -1.9, -0.3, ., 3.4, -0.4

# Next part
No.	SMILES	FadD28 FP inh	PfHsp40 rescue	Vc quorum ag	BioA inh	FBA Mtb inh	TcdB inh	Y pestis TopoI	Mtb UGM inh	GDH-TPI counter
25	COc1ccc(C2C(C(=O)Nc3ccccc3OC)=C(C)Nc3ncnn32)cc1 (stereo unspecified)	-0.3	0.9	-0.4	0.9	0	0.7	10	-1.8	3
26	C/C(=N\NC(=O)COc1ccc(C)cc1[N+](=O)[O-])c1cccs1	-1.3	-0.2	0.4	.	-2	1.1	-16	-0.9	-4
27	COC(=O)Cc1csc(NC(=O)c2ccc3ncsc3c2)n1	-2.6	0.3	i	-2.7	1	0.9	3	0.9	12
28	Cc1ccc(NC(=O)CN2CCOCC2)cc1	0.7	-0.5	0.1	-2.0	3	-0.3	2	0.5	0
29	CC(C)(Oc1ccc(Cl)cc1)C(=O)OCC(=O)NCCc1ccc(S(N)(=O)=O)cc1	-1.6	-0.9	-1.1	-0.1	2	-0.9	6	.	7
30	O=P1(Oc2ccccc2)OCCCS1 (stereo unspecified)	-1.0	-0.1	-2.0	.	3	14*	-5	2.6	6
31	Cc1noc(C)c1S(=O)(=O)N1CCN(c2ccccc2)CC1	0.3	0.7	i	0.4	0	-0.1	5	-3.1	-3
32	Cc1ccc(C)c(SCC(=O)Nc2oc(C)c3c(C)n[nH]c(=O)c23)c1	-1.0	0.2	2.3	0.0	3	1.6	1	-2.3	-3
33	COc1ccc(NS(=O)(=O)c2cc(NC(=O)[C@@H](NC(N)=O)C(C)C)ccc2C)cc1	-2.9	-0.4	i	.	6	0.7	4	0.7	7
34	Cc1ccc(OCCSc2nnc(NC(=O)c3ccco3)s2)cc1	-0.2	-0.6	i	-1.0	-6	.	2	-2.7	4
35	O=C(Nc1cccc(-n2cnnn2)c1)c1ccco1	-3.3	0.3	2.4	-0.6	0	.	-5	0.0	4
36	CCCCNC(=O)CN1CCN(Cc2ccc3cc(OC)ccc3c2)CC1	-1.8	0.4	1.4	1.0	1	0.9	4	-0.3	-8
37	CC(=O)Nc1ccc(C(=O)Nc2ccc(S(=O)(=O)Nc3nccc(C)n3)cc2)cc1	-0.9	-0.7	i	1.1	-2	1.2	9	-0.1	3
38	Cc1cc(C)c2nc(N3CCC(C(=O)NCC4CCCO4)CC3)sc2c1 (stereo unspecified)	-0.5	1.9	-0.2	0.6	1	0.4	26	-1.6	-5
39	Cc1cc(OCc2cc3c(cc2Cl)OCO3)c2c(C)cc(=O)oc2c1	-0.9	-0.4	i	.	8	1.4	2	1.7	1
40	CCOc1ccc2c(c1)C(C)=CC(C)(C)N2S(=O)(=O)c1ccc(C)cc1	-1.3	11	i	.	-1	4.1	23	.	-6
41	CCN1C(C)=C(C)S/C1=C1\SC(=S)N(N)C1=O	-3.4	3.8	i	.	-15	-1.1	-3	7.4	-3
42	COc1ccc(/C=C/C(=O)N(C)C2CCS(=O)(=O)C2)cc1 (stereo unspecified)	-2.5	0.5	-0.8	9.1	-2	1.0	0	.	9
43	CCN(Cc1ccccc1)S(=O)(=O)c1ccc2c(c1)NC(=O)CC(=O)N2	-5.3	-0.6	i	.	-3	1.5	14	0.5	9
44	CC(C)(c1ccccc1)c1ccc(OCCn2cnc3ccccc3c2=O)cc1	-6.5	2.1	i	-0.7	0	.	42	-2.4	0
45	CC1=CC(C)(C)NC(=S)N1c1ccc(C)cc1C	-3.1	0.2	i	.	2	-1.2	5	2.9	-2
46	N#Cc1c(-c2ccccc2)cc(C2CC2)nc1SCC(=O)c1cccs1	-5.3	0.0	i	0.1	-5	.	14	.	-1
47	Cc1ccc(NC(=O)CNS(=O)(=O)c2cccs2)cc1F	-0.3	1.5	0.4	5.8	-1	.	4	0.5	3
48	O=C(O)C1CCCCN1C(=O)c1ccc(S(=O)(=O)N2CCCC2)cc1 (stereo unspecified)	-4.1	-1.1	5.0	-0.8	-3	-1.6	-8	.	-3

# Part of the list above, reformatted.
# Order of results – FadD28 FP inh | PfHsp40 rescue | Vc quorum ag | BioA inh | FBA Mtb inh | TcdB inh | Y pestis TopoI | Mtb UGM inh | GDH-TPI counter
[39] Cc1cc(OCc2cc3c(cc2Cl)OCO3)c2c(C)cc(=O)oc2c1
  -0.9 | -0.4 | i | . | 8 | 1.4 | 2 | 1.7 | 1
[45] CC1=CC(C)(C)NC(=S)N1c1ccc(C)cc1C
  -3.1 | 0.2 | i | . | 2 | -1.2 | 5 | 2.9 | -2
[43] CCN(Cc1ccccc1)S(=O)(=O)c1ccc2c(c1)NC(=O)CC(=O)N2
  -5.3 | -0.6 | i | . | -3 | 1.5 | 14 | 0.5 | 9
[37] CC(=O)Nc1ccc(C(=O)Nc2ccc(S(=O)(=O)Nc3nccc(C)n3)cc2)cc1
  -0.9 | -0.7 | i | 1.1 | -2 | 1.2 | 9 | -0.1 | 3

# Carrying on.
No.	SMILES	FadD28 FP inh	PfHsp40 rescue	Vc quorum ag	BioA inh	FBA Mtb inh	TcdB inh	Y pestis TopoI	Mtb UGM inh	GDH-TPI counter
49	CCc1c(O)nc(SCC(=O)NC(C)(C)C)n(-c2ccccc2)c1=O	-1.5	-0.9	6.7	0.1	1	.	2	0.1	4
50	CCOC(=O)c1c(NC(=O)CCC(=O)O)sc2c1CCCCC2	1.2	-0.2	-0.2	.	6	-1.1	6	1.1	0
51	c1ccc(-c2ccc3c(n2)CCCO3)cc1	-3.1	-2.5	0.9	-1.2	5	.	2	-1.9	11
52	CC(=O)Nc1ccc(OCC(O)Cn2nc(C)c(C(C)=O)c2C)cc1 (stereo unspecified)	0.9	0.5	-3.7	-2.7	-1	.	28	2.5	6
53	CN1CCN(S(=O)(=O)c2ccc(Cl)nc2)CC1	-2.3	-0.8	-0.3	.	3	.	-1	-2.5	-1
54	O=c1cc(-c2ccccc2)nc2cc(-c3ccc(F)cc3)[nH]n12	-0.1	-1.1	i	-2.6	44*	1.5	-9	-0.2	3
55	Cc1ccc(NC(=O)COC(=O)CN2C(=O)c3ccccc3C2=O)cc1	.	0.1	i	-0.4	0	0.6	-5	-1.0	1
56	COn1c(SCc2ccc(C)cc2C)nc2ccccc2c1=O	-3.5	-0.8	-1.2	-2.3	-3	.	7	0.7	-11
57	CCOc1ccc(-c2[nH]ncc2Oc2ccccc2OC)c(O)c1	-13	5.4	i	.	3	.	-3	-1.7	2
58	CC1CC(C)CN(C(=O)/C=C/c2ccc([N+](=O)[O-])s2)C1 (stereo unspecified)	-3.2	0.0	-0.5	0.7	-1	1.3	5	.	2
59	O=C(c1ccco1)N1CCN=C1SCc1cccc(Cl)c1	-1.9	0.9	-0.5	-0.8	4	1.3	3	1.1	1
60	COc1ccc(N2C(=NC(=O)CCC3CCCC3)SC3CS(=O)(=O)CC32)cc1 (stereo unspecified)	-0.9	-0.5	i	-2.1	3	3.9	0	-0.2	5
61	Cc1ccc(C(=O)O)cc1N1C(=O)CCCC1=O	-0.6	0.8	i	.	1	0.6	7	0.9	2
62	COc1ccc(C2C(C(C)=O)=C(O)C(=O)N2c2ccc(C)cc2)cc1 (stereo unspecified)	-21	-0.6	-1.4	3.5	-4	1.2	-1	-1.7	14
63	CCC(=O)N1N=C(c2c(O)n(CCc3ccccc3)c(=O)[nH]c2=O)CC1c1ccc(OC)c(OC)c1 (stereo unspecified)	1.5	.	1.1	10	3	1.2	17	0.0	-1
64	CSc1ccc(N2CCN(CCCNC(=O)Nc3ccccc3F)CC2)cc1	-1.3	1.8	1.6	-1.5	-1	.	1	-2.1	4
65	CCOC(=O)Cn1nc(C)n(-c2ccc(Br)cc2)c1=O	-2.2	1.4	0.8	.	-1	1.4	3	2.7	5
66	COc1cc(OC)cc(C(=O)NC(C(=O)NNC(=O)CN(C)S(=O)(=O)c2ccc(C)cc2)C(C)C)c1 (stereo unspecified)	-3.2	-0.6	-0.6	-0.8	2	0.9	-2	.	0
67	O=C(c1ccccc1N1CCOCC1)N1CCCC(Nc2ccc(F)cc2)C1 (stereo unspecified)	-3.0	-1.8	-0.2	0.2	0	-1.0	-12	1.8	-8
68	Oc1[nH]c2ccc(Br)cc2c1N=Nc1ccc(F)cc1	-0.6	1.1	i	-2.3	-5	0.2	-10	18*	7
69	Cc1ccc(/C=C/C(=O)Nc2ccc(N(C)C)cc2)o1	-2.6	1.8	i	-0.6	0	.	0	0.2	30
70	COc1ccc(Br)c2oc(SC)cc(=O)c12	-1.5	0.3	i	0.6	5	0.2	11	1.4	11

# Compound activity (PubChem BioAssay)
